Neddyl block: cullin neddylation inhibition | calls only at 25 µM | TR-FRET cullin neddylation, biochemical | AID 651699 | 360,000 tested, 0.58% active; in the data active means inhibition above about 36%
MsrA act: bovine methionine sulfoxide reductase A activation | 360,000 tested, 0.3% active | AID 602163 | purified bovine MsrA, absorbance read-out | activation, % at 10.6 µM; in the data active means activation above about 7.5%;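 further: 0% = vehicle and 100% = reference activator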
MT1-MMP act inh: inhibitors of human MT1-MMP activation. P50281. HT1080 RFP-PRO-GFP cells, GFP/RFP ratio fluorescence, overnight; percent of plate control window, DMSO zero. GFP/RFP ratio change, % at 20 µM. 360,000 tested, 0.061% active. AID 651647;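 active means GFP/RFP ratio change of at least 30% with cell ATP level not reduced by more than half and red fluorescence within 50% of control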; further: strong numbers were not always called active
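Test system: HT1080 RFP-PRO-GFP cells; Benchmarks: DMSO and RFP-L50D-GFP cell wells; Timing: cells overnight before dosing, compound overnight, 37 °C, 5% CO2; Compound: one 20 µM compound dose with 1% DMSO; Read-out: GFP/RFP fluorescence ratio.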
SKN-1 inh: inhibitors of C. elegans SKN-1 | inhibition, % at 21.8 µM | C. elegans VP596 Pgst-4::GFP/RFP ratio, acrylamide-induced, 24 h | 360,000 tested, 0.49% active;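 active means interference check ratio from 0.5 to 1.5 plus GFP to RFP signal ratio inhibition reaching or exceeding a fixed threshold, cut at about 30% in these data, passing the limit was not always enough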; further: some compounds called inactive have numbers as strong as hits
E coli Lon inh: inhibitors of E. coli Lon protease; P0A9M0; purified E. coli Lon protease, fluorescence polarization; inhibition, % at 7.94 µM; 360,000 tested, 0.42% active; in the data active means inhibition above about 13%, passing the limit was not always enough;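 further: 0% = enzyme with probe and DMSO and 100% = no enzyme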
MsrA inhibitor: bovine MsrA inhibition | purified bovine MsrA, absorbance read-out | inhibition, % at 15.5 µM | 360,000 tested, 0.75% active; in the data active means inhibition above about 4.5%;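 further: 0% = vehicle wells with enzyme and 100% = reference inhibitor wells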
Rin1 Abl inh: blocks binding of human Rin1 to Abl; 360,000 tested, 0.4% active; TR-FRET Rin1/Abl binding, biochemical; P00519+Q13671; inhibition, % at 7.35 µM; in the data active means inhibition above about 5%, passing the limit was not always enough
NRP1-CendR mod: NRP-1/CendR interaction modulation | O14786 | FAM-RPARPAR peptide binding to NRP-1, fluorescence polarization | inhibition, % at 25 µM | 360,000 tested, 0.85% active | AID 602438;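 active means inhibition or corrected inhibition above about 18%, plus a signal ratio from 0.5 to 1.5, limit read from the data, passing the limit was not always enough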; further: strong numbers were not always called active
Target sequence (O14786 whole entry, looked up): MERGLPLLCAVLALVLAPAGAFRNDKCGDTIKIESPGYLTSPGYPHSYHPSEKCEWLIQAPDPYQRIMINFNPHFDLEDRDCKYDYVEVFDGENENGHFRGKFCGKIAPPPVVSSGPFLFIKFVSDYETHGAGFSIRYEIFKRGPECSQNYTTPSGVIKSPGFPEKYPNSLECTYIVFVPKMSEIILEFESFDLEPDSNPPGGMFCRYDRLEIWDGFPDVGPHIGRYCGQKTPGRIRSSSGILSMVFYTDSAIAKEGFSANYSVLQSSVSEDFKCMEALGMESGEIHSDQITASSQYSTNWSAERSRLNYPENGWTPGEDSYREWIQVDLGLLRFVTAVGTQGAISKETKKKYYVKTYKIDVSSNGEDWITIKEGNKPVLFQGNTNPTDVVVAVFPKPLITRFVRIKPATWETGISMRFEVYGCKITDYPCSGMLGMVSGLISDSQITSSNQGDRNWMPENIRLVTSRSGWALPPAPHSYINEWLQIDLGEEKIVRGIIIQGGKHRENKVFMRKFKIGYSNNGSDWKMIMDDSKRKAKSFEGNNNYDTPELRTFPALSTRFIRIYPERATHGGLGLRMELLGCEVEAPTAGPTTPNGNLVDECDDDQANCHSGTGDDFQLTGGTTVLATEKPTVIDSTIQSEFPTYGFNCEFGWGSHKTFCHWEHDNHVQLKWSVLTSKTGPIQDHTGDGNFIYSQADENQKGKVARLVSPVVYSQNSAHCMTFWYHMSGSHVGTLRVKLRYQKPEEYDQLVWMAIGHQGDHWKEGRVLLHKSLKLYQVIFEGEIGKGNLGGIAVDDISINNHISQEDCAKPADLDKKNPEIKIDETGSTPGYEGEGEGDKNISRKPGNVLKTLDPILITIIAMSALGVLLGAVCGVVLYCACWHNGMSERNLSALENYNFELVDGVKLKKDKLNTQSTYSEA
FAS TE block: inhibitors of human fatty acid synthase thioesterase domain | P49327 | recombinant FAS-TE, OMFH fluorogenic substrate, fluorescence endpoint | inhibition, % at 15 µM | 360,000 tested, 0.67% active;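 active means compounds whose normalised, plate-corrected inhibition of enzyme fluorescence in the single-dose primary screen is 50% or more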;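 further: 0% = DMSO with enzyme and 100% = substrate without enzyme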
Numbers without * were called inactive; i = inactive; . = not tested or not shown.

SMILES	Neddyl block	MsrA act	MT1-MMP act inh	SKN-1 inh	E coli Lon inh	MsrA inhibitor	Rin1 Abl inh	NRP1-CendR mod	FAS TE block
CC1CCCC(NC(=O)C2CC(=O)N(Cc3ccccc3)C2)C1C (stereo not drawn)	i	-3	-1	2	2	0.7	-1	-4	0
O=c1ccc(NS(=O)(=O)c2ccc(Cl)cc2)cn1Cc1ccc(Cl)c(Cl)c1	i	-10	-3	-7	-8	0.3	1	-20	16
COc1cc(OC)c(N(C)S(=O)(=O)c2cccc(C(=O)NCc3cccs3)c2)cc1Cl	i	-1	-2	6	1	-0.9	-1	-10	18
Cc1ccc(S(=O)(=O)N(C(=O)c2ccncc2)c2ccc(OC(=O)c3ccncc3)c3ccccc23)c(C)c1	i	-5	0	17	-4	.	2	5	46
Cc1ccc(NC(=O)CC(=O)Nc2ccc(C)cc2C)c(C)c1	i	-2	-4	21	5	1.3	-1	-1	-5
CCN(CC(=O)Nc1cccc(OC)c1)CC(=O)Nc1ccc(Br)c(C)c1	i	0	5	9	0	0.5	-2	6	29
c1ccc(CNc2ccc3ccccc3n2)nc1	i	-3	6	0	-6	2.1	-1	-8	-3
CCN(CCn1cccn1)C(=O)c1ccc(OC2CCN(C(=O)CCOC)CC2)cc1	i	-2	-1	24	-14	1.6	-4	5	-7
COc1ccc(S(=O)(=O)N2CCN(C(=S)NCCc3ccccc3)CC2)cc1	i	-4	1	2	-7	0.1	-3	1	16
COc1ccc(NC(=O)CN2CCN(CC(=O)Nc3ccc(F)cc3F)CC2)cc1	i	-12	.	-5	8	0.1	-1	5	-2
COc1cc(NC(=O)CSc2nccc(C)n2)c(C)cc1[N+](=O)[O-]	i	-3	1	-3	-4	2.4	-1	-8	-2
COC(=O)CCCC1=CC2=CC(=O)C(C)(OC(=O)c3cccs3)C(=O)C2=CN1CC(C)C (stereo not drawn)	i	-2	9	41*	6	1.1	-3	8	-7
O=C(NC(Cc1c[nH]c2ccccc12)C(=O)O)c1cccs1 (stereo not drawn)	i	1	1	5	6	-0.3	4	8	-6
COc1cc(OC)cc(-c2c(C#Cc3ccsc3)c3cc(-c4ccc5c(c4)OCO5)ccc3n2C)c1	i	-3	2	-3	-18	0.3	1	-5	28
CCOc1ccccc1NC(=O)Nc1cc(OC)ccc1OC	i	-8	1	-26	0	0.2	-5	-8	-2
CCOC(=O)CSc1nnc(-c2ccco2)n1-c1ccc(C)cc1	i	-2	2	-8	0	-1.1	2	6	-8
COc1cc(CCC(=O)OCC(=O)Nc2ccc(F)c(F)c2F)cc(OC)c1OC	i	-3	-1	-4	9	1.0	0	15	4
COc1ccc(CCNC(=O)c2ccc3nc(N4CCOCC4)sc3c2)cc1OC	i	-3	-1	-1	-10	0.5	1	4	-9
O=C(N/N=C/c1ccc([N+](=O)[O-])s1)c1cccc(Br)c1	i	8.7*	-6	9	-7	0.6	-4	-7	-4
COc1cc(OC)cc(C(=O)Nn2cc(C(=O)Nc3ccc(F)cc3F)c3ccccc3c2=O)c1	i	-5	3	11	7	0.1	3	-7	11
CCOc1cc2[nH]c(=O)n(CCCC(=O)NCc3ccc(OC)cc3)c(=O)c2cc1OCC	i	-3	6	25	-4	-0.3	-3	3	-17
CCOC(=O)c1c(C)[nH]c(C)c1S(=O)(=O)N(C)CC(=O)Nc1ccccc1F	i	-11	-10	22	9	0.3	4	5	-2
CN(C)S(=O)(=O)c1ccc(C(=O)OCc2ccc(C#N)cc2)cc1	i	4	3	-10	-4	0.6	-1	6	16
CCC(C)NC(=O)Cc1ccc(-c2ccccc2)cc1 (stereo not drawn)	i	-1	-1	18	1	2.0	-2	5	4
COc1cc2[nH]c(=O)n(CCC(=O)NC3CCCC3)c(=O)c2cc1OC	i	-5	1	18	-4	0.9	1	-5	1
Cc1noc(C)c1CS(=O)(=O)c1ccc([N+](=O)[O-])cc1	i	-3	6	-1	-3	2.1	-1	2	0
O=C1CN(C(=O)NCC(=O)N[C@@H](C(=O)O)c2ccccc2)c2ccccc2N1	i	-4	-2	4	-7	-0.3	2	4	-5
NC(=S)c1cnn2c(-c3cccc(C(F)(F)F)c3)ccnc12	i	-2	7	8	3	1.0	4	1	1
NC(=O)c1c(NC(=O)c2ccncc2)sc2c1CCCCCC2	i	-4	-1	-7	-6	4.5	0	15	3
O=C(CN1CCN(c2ccc(F)cc2)CC1)Nc1ccc(-n2cnnn2)cc1	i	-1	-1	6	-9	1.2	-1	-5	-5
c1cc(CNCC2CCCO2)ccn1 (stereo not drawn)	i	-2	0	0	-11	0.9	1	10	2
COc1nc(N/N=C/c2ccc(-c3ccccc3[N+](=O)[O-])o2)nc(N2CCOCC2)n1	i	-1	7	-1	1	3.1	-2	1	-4
COC(=O)c1sc(NC(=O)CSc2nnnn2-c2ccc(C)cc2C)nc1C	i	-13	-2	1	-3	-0.2	2	4	-8
O=C(c1ccco1)N1CCN(S(=O)(=O)c2cccc(Cl)c2)CC1	i	-11	5	-4	-7	-0.8	3	3	-6
Nn1c(SCC(=O)Nc2ccc3c(c2)OCO3)nnc1-c1ccc(Cl)cc1	i	1	7	-18	-11	-1.0	4	-8	0
Cn1c(NC(=O)C2CCCC2)cc(=O)n(C)c1=O	i	-5	2	10	-2	1.5	2	-4	-5
Cc1nn(-c2ccccc2)c(OC(=O)c2cccs2)c1S(=O)(=O)c1ccc([N+](=O)[O-])cc1	i	-5	5	1	-2	2.8	4	16	11
O=C(CSc1nnc(Cc2ccccc2)o1)N1CCc2ccccc21	i	-2	1	15	-5	-0.8	-2	7	-4
Cc1ccc(NC(=O)CSc2nnnn2-c2cccnc2)c(C)c1	i	-3	-1	18	-5	-1.4	1	7	-2
Cc1ccc2nc(NC(=O)CSc3nc4ccccc4o3)sc2c1	i	-3	2	12	3	2.1	0	3	-1

Profiles, looked up by structure:
Entry for `Cc1ccc2nc(NC(=O)CSc3nc4ccccc4o3)sc2c1` : Neddyl block = i; MsrA act = -3; MT1-MMP act inh = 2; SKN-1 inh = 12; E coli Lon inh = 3; MsrA inhibitor = 2.1; Rin1 Abl inh = 0; NRP1-CendR mod = 3; FAS TE block = -1
Entry for `COc1nc(N/N=C/c2ccc(-c3ccccc3[N+](=O)[O-])o2)nc(N2CCOCC2)n1` : Neddyl block = i; MsrA act = -1; MT1-MMP act inh = 7; SKN-1 inh = -1; E coli Lon inh = 1; MsrA inhibitor = 3.1; Rin1 Abl inh = -2; NRP1-CendR mod = 1; FAS TE block = -4

The listing continues.
SMILES	Neddyl block	MsrA act	MT1-MMP act inh	SKN-1 inh	E coli Lon inh	MsrA inhibitor	Rin1 Abl inh	NRP1-CendR mod	FAS TE block
CCOC(=O)Nc1sc(NS(=O)(=O)c2ccc(C)cc2)nc1C	i	-6	2	0	-9	0.0	2	-6	-8
Cc1csc2ncnc(N3CCN(S(=O)(=O)c4cccc(C(F)(F)F)c4)CC3)c12	i	-3	-1	0	2	2.0	2	6	30
COc1ccc(Cc2nc3ccc(C(=O)NCCn4ccnc4C)cc3o2)cc1OC	i	-3	0	28	9	1.2	-1	-8	-9
COc1ccc(-c2csc(NS(=O)(=O)c3ccc([N+](=O)[O-])cc3)n2)cc1	i	-1	7	4	-5	0.5	1	-12	42
c1ccc(CCn2nnnc2CN2CCCc3ccccc32)cc1	i	0	-122	-13	13	0.4	2	3	-8
CCCCNC(=S)N(CCCO)Cc1cc2cc3c(cc2[nH]c1=O)OCO3	i	-8	0	-2	3	0.6	-3	-11	-8
COc1ccc(C2(c3ccc(OC)cc3)NC(=O)N(CC(=O)NC3(C#N)CCCC3)C2=O)cc1	i	3	-5	2	-10	1.1	-4	-4	-1
O=C(O)c1cccnc1SCC(=O)N1CCCc2ccccc21	i	-2	4	4	-10	-1.4	-3	-24	-7
COc1ccc(CC(=O)N/N=C/c2cccn2-c2ccc([N+](=O)[O-])cc2)cc1OC	i	-5	3	5	-1	2.9	-3	-2	22
Cc1ccc2cc(/C=N/NC(=O)[C@@H]3CCCN3)c(Cl)nc2c1	i	-1	2	27	-2	1.3	-6	-8	-5
FC(F)(F)c1cnc(Oc2ccc(-c3nnco3)cc2)c(Cl)c1	i	-3	1	29	1	2.6	3	-3	2
C[C@@H](CN1C(=O)C(=O)NC[C@@H]1C)NC(=O)CC12CC3CC(CC(C3)C1)C2	i	-6	0	0	-5	-1.2	1	2	-5
O=c1[nH]c(-c2ccccc2)c(-c2ccccc2)o1	.	-1	4	26	-6	1.3	-1	4	5
CN1C(=O)/C(=C/c2cn(CC(=O)N3CCCCC3)c3ccccc23)NC1=S	i	-4	-79	-5	-23	-0.1	1	-6	-3
Cc1cc(CNC(=O)c2ccc3oc(C(C)C)nc3c2)nn1C	i	0	-1	0	-8	-1.1	3	15	-4
Cc1ccc(C)c(NC(=S)Nc2ncccc2C)c1	i	-6	2	1	-3	-0.1	2	-4	7
CCn1c(Cc2ccccc2)n[nH]c1=S	i	0	1	-3	-9	-0.8	-3	-7	-5
Cn1c(SCC(=O)O)nnc1-c1ccc(NC(=O)c2ccc(Cl)c(Cl)c2)cc1	i	-1	8	1	-4	-1.2	-1	20	-2
OCC1(CCOc2ccccc2)CCN(Cc2ccccc2OC(F)F)CC1	i	-1	5	-7	-11	-1.2	-1	3	-3
C=CCOC(=O)c1cn(CC)c2nc(C)ccc2c1=O	i	-4	7	-2	1	1.4	3	-4	-7
O=C(Nc1nc(-c2ccccc2)cs1)c1ccc(=O)[nH]c1	i	-2	1	15	-1	2.1	0	-30	-3
Cc1nccn1S(=O)(=O)c1ccc(Br)cc1Br	i	0	5	6	-5	5.5*	5	-3	-4
COC(=O)C1=C(C)N(CCCC(=O)O)C(=O)NC1c1ccc(C#N)cc1 (stereo not drawn)	i	0	7	-2	-3	0.2	-2	-4	-9
O=C(Nc1ccncc1)c1ccc(Cl)cc1	i	-3	1	-4	0	0.5	0	3	-7
O=C(Nc1ccc(Cl)cn1)c1cccc(S(=O)(=O)N2CCCCCC2)c1	i	-3	4	-9	-10	-0.1	3	10	15
CCOC(=O)/C=C/C(=O)OCC(=O)Nc1c(Cl)cccc1Cl	i	-5	-1	-7	-2	-0.3	0	-9	-9
O=c1[nH]cc(F)c(=O)[nH]1	i	4	2	7	2	1.7	-4	0	0
CCC1(c2ccc(Cl)cc2)NC(=O)N(Cc2ccc(C(=O)OC)cc2)C1=O (stereo not drawn)	i	0	-8	13	7	3.2	-4	3	26
COC(=O)N1C(=O)[C@@](c2ccccc2)(C2CCCCC2)N1C(=O)OC	i	-4	-12	1	-6	0.7	0	1	17
O=C(NNC(=S)Nc1ccc(Cl)cc1Cl)c1ccc(N2CCOCC2)c([N+](=O)[O-])c1	i	-4	3	-3	4	2.8	0	-3	15
Cc1nn(C(=O)CCC(=O)NCc2ccccc2Cl)c2ccccc12	i	-2	-1	4	-6	-0.2	3	4	2
COc1ccc(NC(=O)CC2Sc3ncnn3C2=O)cc1 (stereo not drawn)	i	0	3	22	8	0.8	-4	-11	-5
COC(=O)c1cc(C#N)c(=O)[nH]c1C	i	-2	-1	1	-14	0.7	-2	5	-7
O=C1OC(Nc2ccccn2)c2ccccc21 (stereo not drawn)	i	-1	0	-7	-1	-1.4	0	16	-7
COc1ccc(CCN=C2SCC(=O)N2Cc2ccccc2)cc1OC	i	-10	3	-3	-2	0.0	-3	32*	0
Cc1cnc(C(=O)NNC(=O)c2ccc(Br)cc2)cn1	i	-3	5	9	4	2.0	-1	-3	-7
COc1ccc(N(CC(=O)Nc2cc(C)ccc2C)S(=O)(=O)c2c(C)noc2C)cc1	i	-2	1	20	4	-0.7	2	10	10

Just NRP1-CendR mod, for some of the entries so far:
smiles	NRP1-CendR mod
Cc1ccc(C)c(NC(=S)Nc2ncccc2C)c1	-4
CCn1c(Cc2ccccc2)n[nH]c1=S	-7
Cn1c(SCC(=O)O)nnc1-c1ccc(NC(=O)c2ccc(Cl)c(Cl)c2)cc1	20
OCC1(CCOc2ccccc2)CCN(Cc2ccccc2OC(F)F)CC1	3
